Screening results (PubChem BioAssay)
Pf apPOL block – Pf-apPOL DNA polymerase inhibition | Recombinant Pf-apPOL, molecular beacon fluorescence, 1.5 h | hit rate 0.25% among 210,000 | inhibition, % at 10 µM | AID 1794808
mHTT-CaM PPI inh – mHTT-calmodulin interaction abrogation; hit rate 3.6% among 190,000; P42858; inhibition, % at 15 µM; AlphaScreen His-mHTT/GST-CaM binding, luminescence; AID 1671202;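 note: 0% = both proteins with DMSO and 100% = one protein alone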
The depositor's hits bear a star; x = no result given; & = joins results of further samples. Cut-off read from the data, not from the text of the source: active = inhibition above about 50%; inactive = the rest.

SMILES	Pf apPOL block	mHTT-CaM PPI inh
COc1cccc(NC(=O)C(CC(C)C)N2C(=O)c3ccccc3C2=O)c1 (configuration not stated)	-4	-5
CC1=C(C(=O)Nc2ccc(C)cc2C)C2(CCCCCC2)OC1=O	-2	-4
CC(=O)CC1c2cc(F)ccc2C=C(c2ccsc2)N1c1ccc(C#Cc2cncn2C)cc1 (configuration not stated)	0	75*
O=C(NCCCc1ccccc1)Nc1cccc(Cl)c1	-1	-33
CCOc1cc(C(=O)Nc2c(C)cc(C)cc2Cl)cc(OCC)c1OCC	-12	0
CN1CCN(CCNC(=O)c2cccc(N3CCNC(c4ccccc4)C3)n2)CC1 (configuration not stated)	-8	-5
COc1ccc(CNC(=O)c2nn3c(c2Cl)NC(c2ccco2)CC3C(F)(F)F)cc1 (configuration not stated)	0	12
COc1cn2c(cc1=O)C(=O)N(CCNC(=O)COc1ccc(F)cc1)CC2	-2	-16
COc1cccc(C2C=C(c3cccs3)Nc3ncnn32)c1OC (configuration not stated)	0	7
Cc1ccc(/C=C2\NC(=O)N(Cc3ccc(Br)cc3)C2=O)o1	-4	17
CS(=O)(=O)CCC(C(=O)Nc1cccc2cccnc12)N1C(=O)c2ccccc2C1=O (configuration not stated)	8	11
COc1cc(OC)c(OC)cc1/C=C1\N=C(c2cncc(Br)c2)OC1=O	6	12
O=C(c1cccc(-n2cnnn2)c1)N1CC(c2nc(-c3ccccn3)no2)C1	-3	-10
O=C(NCC(c1ccc(F)cc1)N1CCOCC1)C(=O)Nc1nc2ccccc2s1 (configuration not stated)	-1	-9
Cc1oc(C2CCN(C(=O)Cc3ccccc3F)CC2)nc1C(=O)N(C)C	-9	5
COc1cc(NC(=O)c2cccc(C)c2)c(OC)cc1Cl	-7	-7
NC(=O)Cc1ccc(NC(=O)CCC(=O)O)cc1	0	3
COC(=O)c1ccc2c(c1)C(=O)C(=Cc1ccc(SC)cc1)O2	-3	-3
COc1ccccc1CNC(=O)c1ccc2ncnc(N3CCCCC3)c2c1	-1	16
Cc1cccc(CNC(=O)c2ccnc(N3CCNC(c4ccccc4)C3)c2)c1 (configuration not stated)	7	29
COc1cc2c(=O)oc(-c3cccc(C(F)(F)F)c3)nc2c(OC)c1OC	5	x
CC1CCCN(c2nc(C(=O)N3CCOCC3)cs2)C1 (configuration not stated)	-6	1
COCCNC(=O)C1COC2(CCC(C)CC2)N1C(=O)c1cccc(F)c1 (configuration not stated)	2	2
COc1ccccc1C=Nc1ccccc1Sc1c(C)n[nH]c1C	0	9
O=C(CCC1CCCCC1)NC1CCCCCC1	1	-2
S=c1[nH]nc(-c2ccccn2)s1	-2	x
O=C1CCCC2=C1C(c1ccccc1F)n1ncnc1N2 (configuration not stated)	-2	-4
Cc1ccc(OCCNC(C)(C)C)cc1	-2	-8
COc1ccc(-c2c(C(F)(F)F)oc3c(CN4CCCCC4)c(O)ccc3c2=O)cc1	0	9
CC(C)Cn1c(CC2CCN(S(=O)(=O)Cc3cccc(F)c3)C2)nc2cccnc21 (configuration not stated)	-1	9
Cc1ccc(N2CCN(C(=O)c3cn4ccc(C)cc4n3)CC2)cc1	-1	-4
Cc1ccc(NC(=O)C2CCN(c3cc(Br)ccc3C)C2=O)cc1C (configuration not stated)	4	74*
CCn1cc(CN2CCN(C(=O)c3ccsc3)CC2)ccc1=O	3	-11
O=C(c1ccccc1CN1C(=O)C2CCCN2C(=O)c2ccccc21)N1CCCC1 (configuration not stated)	0	-5
O=C1Nc2ccc(Br)cc2/C1=C\c1c(Cl)cccc1Cl	3	100*
CN(C(=O)c1ccncc1)C1CCCCC1	-9	2
COc1cccc(C2CN(C(=O)c3cccs3)CC2C(=O)N2CCCCC2)c1 (configuration not stated)	-1	4
O=C1NCCN1CCNS(=O)(=O)c1cccc2cccnc12	-5	x
COc1ccccc1NC(=O)C1C(C=C(Cl)Cl)C1(C)C (configuration not stated)	-10	-65
CC(=O)c1ccc(N2CCN(C(=O)c3cc(F)c(F)cc3Br)CC2)c(F)c1	31	5
OC1CCN(CC2CC=CCC2)CC1 (configuration not stated)	2	-4
CCc1cccc(NC(=O)N2CCc3c(c(-c4nc(C5CC5)no4)nn3C)C2)c1	-3	23
CCOC(=O)c1ccc(NC(=O)C2CCN(c3nccnc3Oc3ccccc3)CC2)cc1	-2	5
CCc1cc2c(C)cc(=O)oc2c(CN2CCCCC2CC)c1O (configuration not stated)	-17	-5
COc1ccc(Cl)cc1NC(=O)C(=O)NCC1(O)CCOCC1	-7	-12
COc1ccc(OC)c(C=C2Oc3c(ccc(O)c3CN3CCCC(C)C3)C2=O)c1 (configuration not stated)	-9	13
Cc1cc2ccccc2n1CCNC(=O)c1ccc(C(F)(F)F)cc1	-1	-1
O=C(O)COc1ccc(/C=C2/NC(=O)NC2=O)cc1Br	0	-3
CN(C1CCCCC1)S(=O)(=O)c1cccs1	-8	x
CCC(=O)Nc1cccc(-c2noc(C3CCCN(C(=O)c4ccc(C(C)C)cc4)C3)n2)c1 (configuration not stated)	-2	-6
CCCCCCCCN1CCS(=O)(=O)N(Cc2ccc(F)cc2)C(C(=O)OC)C1 (configuration not stated)	-7	-4
O=C(c1ccco1)N1CCCC(c2ccnc(Nc3ccccc3)n2)C1 (configuration not stated)	-4	22
O=C(O)C1C2C=CC3(CN(Cc4ccccn4)C(=O)C13)O2 (configuration not stated)	-4	-4
CCc1nc2sc3c(c2c2nnnn12)CCCC3	3	3
Oc1ccc(C=Nc2ccc3oc(-c4ccc(F)cc4)nc3c2)c(O)c1	0	15
Cn1c(=O)c(N2CCN(C(=O)Cc3cccc(Cl)c3)CC2)nc2ccccc21	-2	-5
Cn1c(=O)c2c(nc(Sc3nncn3Cc3ccccc3)n2C)n(C)c1=O	-4	6
CC1CCCC(NC(=O)c2cc(-c3ccncc3)nc3ccccc23)C1C (configuration not stated)	4	24
CCCOc1ccc(CN2CCCC2c2c(C)noc2C)cc1OC (configuration not stated)	-11	-2
COc1ccccc1CCNC(=O)c1cn(C)nn1	-4	-11

Complete entries, looked up by structure.
CN(C1CCCCC1)S(=O)(=O)c1cccs1 across the screens: Pf apPOL block: -8; mHTT-CaM PPI inh: x
CC1CCCC(NC(=O)c2cc(-c3ccncc3)nc3ccccc23)C1C (configuration not stated) across the screens: Pf apPOL block: 4; mHTT-CaM PPI inh: 24

Other records:
SMILES	Pf apPOL block	mHTT-CaM PPI inh
CCOc1ccc(CNC(=O)CCC(=O)N2CC3CCCN3c3ccccc32)cc1OC (configuration not stated)	-1	30
COc1ccc(-n2nc3c(c2NC(=O)c2cc(Cl)ccc2[N+](=O)[O-])CS(=O)(=O)C3)cc1	-9	10
O=[N+]([O-])c1ccc(S(=O)(=O)N2CCN(c3ccccc3)CC2)cc1	-8	6
Cc1ccc(C(=O)N2CCc3c(c(C(=O)NCc4ccccc4)nn3C)C2)cc1	-2	75*
O=C(CN(c1cccc(C(F)(F)F)c1)S(=O)(=O)c1ccccc1)Nc1ccc(Cl)cc1	0	88*
CCOc1ccc(C(=O)Nc2ccc(C)c([N+](=O)[O-])c2)cc1	-4	-2
Cc1cccc(OCCCn2ccnc2)c1C	-7	-22
COC(=O)C(Cc1c[nH]c2ccccc12)NC(=O)c1cccc([N+](=O)[O-])c1 (configuration not stated)	1&-6	x
CCN1CCN(Cc2c(O)ccc3c2OC(=Cc2ccc(C(C)C)cc2)C3=O)CC1	-23	19
COCC(=O)N1CCCN(c2nc3c(s2)c(C)nn3-c2cccc(C)c2)CC1	4	18
O=C(Nc1ccncc1)c1nn2c(C(F)(F)F)cc(-c3cccs3)nc2c1Br	-6	5
O=C1C2=C(C(c3ccccc3)=NCCN2)C(c2ccccc2Cl)N1c1ccccc1 (configuration not stated)	-74	8
Nc1nc2n[nH]nc2c(=O)[nH]1	x	-4
O=C1C(=O)N(c2ccccn2)C(c2cccnc2)C1=C(O)c1ccc(Br)cc1 (configuration not stated)	-9	-7
O=C(O)CCc1cc(Cl)no1	x	-4
C=CCOc1ccc(/C=C2/SC(N3CCOCC3)=NC2=O)cc1	0	3
COCCNC(=O)C1CC(c2cc(OC)c(OC)c(OC)c2)=NO1 (configuration not stated)	-6	0
Cc1ccc(CNC(=O)Nc2ccc3nncn3c2)cc1	0	-8
CCCOc1nccnc1N1CCC(NS(=O)(=O)c2cnc[nH]2)C1 (configuration not stated)	-8	2
O=C(C1CC1)N1CCc2cc(Br)cc(S(=O)(=O)NCc3ccccc3Cl)c21	-10	-1
Cn1c(C2CCN(C(=O)c3cc4c(s3)CCCC4)C2)nc2ccncc21 (configuration not stated)	-3	8
O=C(O)c1ccccc1C(=O)N1CCSC1c1ccc(Cl)cc1 (configuration not stated)	6	0
O=C(NCCc1cscn1)C1CSCN1C(=O)C1CCCC1 (configuration not stated)	-4	0
COc1ccc(Cl)cc1N=CC1=C(O)CC(C)(C)CC1=O	-1	-10
O=C1C=C(N(CCO)CCO)C2(CCCCC2)O1	2	-4
O=C1c2cc(NC(=O)C3(c4cccs4)CCCC3)ccc2OCCC2CCCCN12 (configuration not stated)	-1	25
COc1cc(NC(=O)Cn2nc3c(cc2=O)CC(C)CC3)cc(OC)c1OC (configuration not stated)	-3	1
O=S(=O)(Nc1ccc(S(=O)(=O)Nc2cccc(Cl)c2)cc1)c1ccc(F)cc1	0	-1
COc1cc2c(cc1OC)C(c1cccc([N+](=O)[O-])c1)N(C(=O)COc1ccc(C)cc1)CC2 (configuration not stated)	2	6
Cc1cc(N)n(-c2cccc(C)c2C)n1	1	-6
Cc1nc2ccccc2n1CC1CCN(CC(=O)NCc2ccc3c(c2)OCO3)CC1	-14	-5
CC1(C(=O)NCc2ccccc2)CCC(=O)N1CCc1ccccc1Cl (configuration not stated)	-6	6
COc1ccccc1-c1nc(C2CCCN(C(=O)CCc3ccccc3)C2)no1 (configuration not stated)	-4	20
Cc1ccc2nc(-c3cccc(NC(=O)c4ccc([N+](=O)[O-])cc4)c3)oc2c1	-3	5
O=C1NN(c2ccccc2)C(=O)/C1=C/c1ccccc1OCc1ccccc1	-2	-3
O=C(Nc1nc2ccccc2s1)c1cccnc1Cl	5	-3
Cc1nc(C)c2c(n1)N(CCN(C)C1CCCCC1)C(=O)CC2	2	-3
CC(C)(C)n1nc2c(c1NC(=O)C1CC1)CS(=O)C2 (configuration not stated)	-6	-4
O=C(NCCc1c[nH]c2ccccc12)C(=O)Nc1ccc(F)c(Cl)c1	-4	17
Cc1cc(-c2nnc(NC(=O)c3cc4cc([N+](=O)[O-])ccc4s3)o2)n(C)n1	-2	-8
O=C1CC(c2cccs2)CC2=C1C(c1cccc(Cl)c1)Nc1ccccc1N2 (configuration not stated)	-6	26
O=C(c1csc(N2CCN(c3ccccc3F)CC2)n1)N1CCCCC1	-3	18
C=CCc1cccc2cc(C(=O)NCCOC34CC5CC(CC(C5)C3)C4)c(=O)oc12	-7	1
CCc1onc(C)c1C1CCCN1C(=O)c1ccccc1F (configuration not stated)	-3	-1
O=C(NCCc1ccccn1)c1cccnc1N1CCNC(c2ccccc2)C1 (configuration not stated)	-3	0
CCn1c(C2CCN(C(=O)c3cccc(Br)c3)C2)nc2cccnc21 (configuration not stated)	-4	8
CC(C)c1c(C2CCN(C(=O)NCc3ccco3)CC2)noc1N	-4	17
O=C(Nc1c2c(nn1-c1ccc([N+](=O)[O-])cc1)CS(=O)(=O)C2)c1ccccc1Cl	-2	11
c1ccc(Cn2cnnc2C2CCN(CC3CC3)CC2)cc1	7	2
CCN1C(=O)Cc2ccccc2C1C(=O)NCc1cccc(OC)c1OC (configuration not stated)	-2	1
CN(C(=O)c1c[nH]c2ccc(S(=O)(=O)N(C)C3CCCCC3)cc2c1=O)C1CCCCC1	-2	22
COc1cc(C2C(C#N)=C(N)Oc3n[nH]c(-c4cccs4)c32)cc(OC)c1OC (configuration not stated)	-1	4
Cc1nc(S(=O)(=O)c2ccccc2)c(N2CCCCC2)o1	0	1
O=C(NCC1CCCO1)c1nn2c(c1Br)NC(c1cccs1)CC2C(F)(F)F (configuration not stated)	-4	3
COc1ccc(NC(=O)N2CCC(c3nc4cccnc4n3C)C2)cc1 (configuration not stated)	-7	-1
Cc1ccc([N+](=O)[O-])c(C2=N/C(=C/c3ccc(F)cc3)C(=O)O2)c1	3	6
CCC(=O)N1CCCC(C(=O)NC2CC2)C1 (configuration not stated)	-1	-11
O=C1CSC(=Nc2ccccc2)N1c1ccccc1	x	-9

Part of the list above in order of number of heavy atoms, highest first.
SMILES	Pf apPOL block	mHTT-CaM PPI inh
CN(C(=O)c1c[nH]c2ccc(S(=O)(=O)N(C)C3CCCCC3)cc2c1=O)C1CCCCC1	-2	22
C=CCc1cccc2cc(C(=O)NCCOC34CC5CC(CC(C5)C3)C4)c(=O)oc12	-7	1
O=C(NCCc1ccccn1)c1cccnc1N1CCNC(c2ccccc2)C1 (configuration not stated)	-3	0
O=C1CC(c2cccs2)CC2=C1C(c1cccc(Cl)c1)Nc1ccccc1N2 (configuration not stated)	-6	26
CCN1C(=O)Cc2ccccc2C1C(=O)NCc1cccc(OC)c1OC (configuration not stated)	-2	1
O=C(c1csc(N2CCN(c3ccccc3F)CC2)n1)N1CCCCC1	-3	18
O=C(NCCc1c[nH]c2ccccc12)C(=O)Nc1ccc(F)c(Cl)c1	-4	17
CC(C)c1c(C2CCN(C(=O)NCc3ccco3)CC2)noc1N	-4	17
CCc1onc(C)c1C1CCCN1C(=O)c1ccccc1F (configuration not stated)	-3	-1
Cc1nc(S(=O)(=O)c2ccccc2)c(N2CCCCC2)o1	0	1
O=C1CSC(=Nc2ccccc2)N1c1ccccc1	x	-9
CCC(=O)N1CCCC(C(=O)NC2CC2)C1 (configuration not stated)	-1	-11
